# Compound activity deposited in PubChem by NCI.
# Growth percent in the NCI-60 one-dose screen (48 h, 10 µM unless noted): 100 = growth as untreated, 0 = no growth, -100 = all killed.
# HCT-116: HCT-116 colon cancer; 82,000 compounds, 7.3% hits; AID 1794798
# SF-268: SF-268 CNS cancer cells; AID 1794759; 82,000 compounds, 3.1% hits
# SNB-19: SNB-19 CNS cancer cells; 81,000 compounds, 2.5% hits
# SNB-75: SNB-75 CNS cancer. 79,000 compounds, 5% hits
# HCC-2998: HCC-2998 colon cancer. 79,000 compounds, 4.7% hits. AID 1794799
# SW-620: SW-620 colon cancer. 82,000 compounds, 5.2% hits. AID 1794795
# HCT-15: HCT-15 colon cancer | 82,000 compounds, 5.2% hits
# KM12: KM12 colon cancer cells; 82,000 compounds, 5% hits
# HT29: HT29 colon cancer; 81,000 compounds, 7.4% hits; AID 1794748
# An asterisk follows results filed as active; x = no result given; & = joins results of further samples. The calls were made as follows: active = growth percent below 10; inactive = the rest.
# The opening 7 compounds, ahead of the listing:
SMILES,HCT-116,SF-268,SNB-19,SNB-75,HCC-2998,SW-620,HCT-15,KM12,HT29
CCN(CC)C(=S)SCn1nc(Cl)c2ccc([N+](=O)[O-])cc21,28,58,61,76,108,79,48,88,80
COc1ccc(Nc2ncc3c(n2)CCc2cnc(Nc4ccc(OC)cc4)nc2-3)cc1,79,81,88,59,96,81,59,70,81
O=C(Nc1cccc(C(F)(F)F)c1)Nc1ccc(OCc2nnc(-c3ccccc3)o2)c(F)c1,15,59,47,19,64,29,27,12,43
CCOC(=O)C(=O)CC(C)=O,106,100,101,113,104,108,105,102,103
CCCCCc1ccc(C(=O)N2CCN(C)CC2)cc1,97,103,110,110,x,118,102,111,96
Fc1ccc2c(-c3cncn3Cc3ccc(I)cc3)c[nH]c2c1,70,80,82,65,96,88,77,100,79
Cc1c(C(=O)NCCCC(=O)NO)sc2ncnc(Nc3ccccc3)c12,105,97,98,96,105,102,100,101,102

# Results, from the first entry:
SMILES,HCT-116,SF-268,SNB-19,SNB-75,HCC-2998,SW-620,HCT-15,KM12,HT29
CCN(CC)C(=S)SCn1nc(Cl)c2ccc([N+](=O)[O-])cc21,28,58,61,76,108,79,48,88,80
COc1ccc(Nc2ncc3c(n2)CCc2cnc(Nc4ccc(OC)cc4)nc2-3)cc1,79,81,88,59,96,81,59,70,81
O=C(Nc1cccc(C(F)(F)F)c1)Nc1ccc(OCc2nnc(-c3ccccc3)o2)c(F)c1,15,59,47,19,64,29,27,12,43
CCOC(=O)C(=O)CC(C)=O,106,100,101,113,104,108,105,102,103
CCCCCc1ccc(C(=O)N2CCN(C)CC2)cc1,97,103,110,110,x,118,102,111,96
Fc1ccc2c(-c3cncn3Cc3ccc(I)cc3)c[nH]c2c1,70,80,82,65,96,88,77,100,79
Cc1c(C(=O)NCCCC(=O)NO)sc2ncnc(Nc3ccccc3)c12,105,97,98,96,105,102,100,101,102
Cc1c(-c2ccc(C(=N)N)cc2)oc(-c2ccc(C(=N)N)cc2)c1C,79,88,82,59,93,99,81,78,76
CSCOC(=O)/C(CCC=C(C)C)=C1\[C@@H](OC(C)=O)C[C@@]2(C)[C@H]1CC(=O)[C@H]1[C@@]3(C)CCNC(=O)[C@@H](C)[C@@H]3CC[C@@]12C,98,97,98,96,98,105,98,110,106
COc1cc2c(cc1OC)C1(NCC2)C(=O)N(Cc2ccc(Br)cc2)c2ccccc21 (stereo not drawn),69,83,93,79,93,91,74,83,96
COC(=O)C1C(O)CON(c2ccccc2)C1c1ccccc1 (stereo not drawn),109,93,99,86,101,101,111,102,102
Cc1cc(NS(=O)(=O)c2ccc(N=Nc3c(N)nc(N)[nH]c3=O)cc2)nc(C)n1,95,106,103,82,103,103,99,107,118
OCC[N+]1(CCO)CCOCC1,103,98,x,106,96,102,108,105,110
NC(=O)c1ccccc1OCC(=O)O,109,102,100,97,110,108,101,107,107
OCCSCCCCCCCCCCSCCO,92,111,96,54,103,98,89,100,91
COc1cc(C2CC(c3ccc(Cl)cc3)=NN2C(C)=O)ccc1Oc1nc2c(c(=O)n(C)c(=O)n2C)n1C (stereo not drawn),86,57,60,75,87,98,88,78,74
Cc1c(C(=O)NNC(=O)Nc2ccc(Cl)cc2)nnn1-c1ccc([N+](=O)[O-])cc1,107,102,95,63,110,x,102,105,101
CC(=O)OCC1OC(n2cnc3c(=S)nc[nH]c32)C(OC(C)=O)C1OC(C)=O (stereo not drawn),109&89,107&96,102&86,88&81,112&100,104&109,127&102,118&90,110&98
COc1ccc(-n2c(/C=C3\C(=O)Nc4ccccc43)ccc2COCC2CO2)cc1 (stereo not drawn),104,102,98,93,108,83,99,19,112
O=C(CSc1nc2ccccc2c(=O)n1CCc1ccccc1)Oc1ccc(Cl)cc1,94,104,103,85,109,98,75,95,94
CC(=O)OC(COC(c1ccccc1)(c1ccccc1)c1ccccc1)Cn1cnc2c1c(=O)n(C)c(=O)n2C (stereo not drawn),92,90,103,89,89,92,99,92,77
CN(C)CCOc1ccccc1NC1=C(Cl)C(=O)C(Nc2ccccc2OCCN(C)C)=C(Cl)C1=O,-75*,86,94,107,101,-50*,80,94,15
CN(C)c1ccc(/C=C(\C#N)c2ccc([N+](=O)[O-])cc2)c(Cl)c1,99,106,100,93,94,92,80,77,90
COc1ccc(-c2c3c(N)c4c(nc3nc3c2c(C)nn3-c2ccccc2)CCCCC4)cc1,28,95,94,80,87,83,74,84,41
CCC(/C(=N\Nc1c(Cl)cc(Cl)cc1Cl)c1ccccc1)n1ccnc1C (stereo not drawn),51,77,93,65,83,87,93,77,65
COc1ccc2nc(NCCCNCCO)c3sc4ccc(F)cc4c(=O)c3c2c1,-67*,47,62,54,-83*,-66*,-48*,-59*,-44*
COC(=O)c1cccc2c1c(/C=C1\SC(=S)NC1=O)cn2C,76,99,103,96,98,107,107,100,109
COc1cc2oc(-c3cccc(NC(=O)[C@H](C)NC(=O)[C@@H](NC(=O)OC(C)(C)C)C(C)C)c3)cc(=O)c2c(OC)c1OC,71,90,85,101,99,108,63,85,92
CS(=O)CC1=NC(=N)N=C1CS(C)=O (stereo not drawn),102,106,x,98,104,108,102,108,109
CS(=O)(=O)c1cccc(-c2c(-c3cccc(O)c3)nc3sccn23)c1,93,109,99,73,102,98,102,101,113
CN=c1scc(-c2ccc(OC)cc2)n1NC(=O)Cn1nc(-c2ccccc2)ccc1=O,105,97,97,101,121,102,101,101,118
CC1Cc2c(Cl)ncnc2N(C)c2ccc(Cl)cc21 (stereo not drawn),8.0*,19,25,50,37,6.7*,6.7*,10,-0.9*
COC(=O)c1ccc(C(=O)OC)c(O)c1,110,100,110,96,96,103,103,100,100
CSc1nc2sc3cc(Cl)ccc3n2c(=N)c1C#N,93,47,82,26,87,72,95,20,33
CC1CCC2C(C)(C)C3CC12CC1OC13C (stereo not drawn),101,110,102,98,127,99,98,111,107
Cc1nc2c(=O)[nH]n(C)c2nc1C,105,108,x,77,x,108,98,110,101
O=C(N/N=C/C=C\c1ccccc1)C(=O)N/N=C/C=C/c1ccccc1,104,105,120,x,109,106,108,109,110
Cc1cc(C)c(C)c(C(=O)c2ccc(F)cc2)c1C,108,104,x,83,114,97,107,103,119
COc1ccc2oc(=O)cc(Cc3cn4ccc(C)cc4nc3=O)c2c1,96,98,106,87,101,114,97,101,100
O=C(Nc1ccc(-n2cnc3cc(-c4ccc(O)cc4)ccc32)cc1)c1ccccc1,63,96,53,112,55,80,34,24,76
Cn1c2c(cc(S(=O)(=O)c3ccccc3)c1=O)CCc1c-2cnn1-c1ccccc1Cl,109,106,96,93,118,116,96,112,104
CCCCCOC(=S)S,105,99,107,101,104,104,111,104,98
O=C(Cn1c[n+](CC(=O)c2ccc(F)cc2)c2ccccc21)Nc1cccc2cccnc12,100,71,83,38,98,95,99,100,95
CCOC(=O)C[C@@H]1C(=O)N2CC[C@]3(C(=O)Nc4ccccc43)[C@H]2C[C@@H]1C(=O)OCC,92,95,103,79,108,99,98,101,105
O=C1c2cccc(Cl)c2C(=O)c2c(Cl)cccc21,105,114,111,105,108,102,110,106,98
O=C(N/N=C/c1ccc(Cl)cc1Cl)c1ccccc1Nc1cccc(C(F)(F)F)c1,61,112,76,78,88,84,73,79,87
O=c1[nH]c(CN2CCN(c3ccccc3F)CC2)nc2sc3c(c12)CCC3,105,121,106,88,117,105,112,106,106
Cc1nc(Nc2ccc(F)cc2)nc(Nc2ccc(F)cc2)c1[N+](=O)[O-],42,68,96,43,26,86,93,77,72
CN(C)CCCN1c2ccccc2S(=O)c2ccc(C(F)(F)F)cc21 (stereo not drawn),108,99,95,91,97,105,97,102,103
Cc1nn(-c2ccc([N+](=O)[O-])cc2)c2ncnc(Nc3ccccc3)c12,67,96,97,104,116,99,99,100,90

# Additional structures follow:
SMILES,HCT-116,SF-268,SNB-19,SNB-75,HCC-2998,SW-620,HCT-15,KM12,HT29
O=C(Nc1ccc(NC(=O)c2cc(S(=O)(=O)Nc3ccccc3Cl)c(O)c(O)c2O)cc1)c1cc(S(=O)(=O)Nc2ccccc2Cl)c(O)c(O)c1O,103,90,102,101,97,98,112,99,103
CN(C1c2ccccc2Oc2ccccc21)S(=O)(=O)c1cc(Cl)ccc1Cl,31,69,66,56,84,30,34,43,21
ClC1C2CC3C(C2)C13 (stereo not drawn),98,106,101,78,99,111,112,119,102
CCOC(=O)c1cc(C(=O)c2ccc(Br)cc2)n2ccc(/C=C/c3ccn4c(C(=O)c5ccc(Br)cc5)cc(C(=O)OCC)c4c3)cc12,95,90,93,51,114,98,107,101,103
O=C1/C(=C/c2ccccc2Cl)CCc2ccccc21,99,97,90,105,102,110,104,108,97
CCN1CCN(C(=O)[C@]23CCC(C)(C)C[C@H]2C2=CC[C@@H]4[C@@]5(C)CCC(=O)NC(C)(C)[C@@H]5CC[C@@]4(C)[C@]2(C)CC3)CC1,44,79,84,73,83,72,51,65,58
O=C1c2ccccc2CN1c1ccccc1,92,107,89,102,128,105,107,101,82
O=C(NCCCCCCNC(=O)OCc1ccccc1)OCc1ccccc1,109,103,108,95,108,107,105,109,99
O=C1CCC2CC1CCC2=O,90,109,109,101,109,108,98,104,106
COC(=O)c1cccc2c1N(C)c1c(cccc1C(=O)OC)CC2,104,99,111,106,97,105,98,101,x

# In the list so far, three have a CF3 group:
SMILES,HCT-116,SF-268,SNB-19,SNB-75,HCC-2998,SW-620,HCT-15,KM12,HT29
O=C(Nc1cccc(C(F)(F)F)c1)Nc1ccc(OCc2nnc(-c3ccccc3)o2)c(F)c1,15,59,47,19,64,29,27,12,43
O=C(N/N=C/c1ccc(Cl)cc1Cl)c1ccccc1Nc1cccc(C(F)(F)F)c1,61,112,76,78,88,84,73,79,87
CN(C)CCCN1c2ccccc2S(=O)c2ccc(C(F)(F)F)cc21 (stereo not drawn),108,99,95,91,97,105,97,102,103

# (continued)
SMILES,HCT-116,SF-268,SNB-19,SNB-75,HCC-2998,SW-620,HCT-15,KM12,HT29
CN(C)C/C=C/C(=O)Nc1cn(C2CC2)c2cc(N3CCN(c4nccc(-c5nccs5)n4)CC3)c(F)cc2c1=O,73,105,93,x,99,94,87,100,99
O=C1CNC(=O)CN1,93,102,93,100,93,115,107,107,103
O=C(O)c1cc2ccccc2n1O,96,97,100,90,109,96,99,97,105
O=C(Nc1ccc(Oc2cccc(F)c2)c(Cl)c1)c1cnccn1,32,56,40,0.9*,56,23,31,30,9.1*
N#C/C(=C\c1cccc2cnccc12)n1nnc2cccc(F)c21,10,67,81,-5.0*,43,22,10,62,27
Nc1[nH]c(=S)[nH]c(=O)c1NC=O,116,101,116,93,112,110,106,106,102
CC(C)(C)c1cc(C=NCc2ccco2)c(O)c(C(C)(C)C)c1,101,99,103,108,112,102,107,101,95
O=c1cc(-c2cccnc2)oc2c1ccc1ccccc12,56,55,65,54,89,81,73,96,59
O=C(NN(C(=O)c1ccccc1)c1ccccc1)c1ccccc1,109,105,107,90,108,115,109,107,92
c1ccc(CSc2ncccc2-c2nnc(SCCN3CCOCC3)o2)cc1,108,107,115,80,116,107,105,107,111
Cc1ccc(-c2cnc3sc4ccc(C)cc4n23)cc1,90,122,97,103,106,96,91,97,82
C[C@@H](O)[C@@H](C)O,100,106,96,95,107,105,111,109,97
O=C(Nn1cc(C(=O)c2ccccc2O)cc(-c2ccccc2)c1=O)c1ccncc1,97,103,102,x,104,104,108,103,102
Nc1nc(C(=O)NNC(=S)Nc2ccc(Cl)cc2)nn1-c1ccc(S(N)(=O)=O)cc1,99,97,102,94,104,98,117,102,108
Cc1ccc(C(=O)O)cc1N=C1NC(=O)CS1,111,98,103,91,103,94,100,115,105
COc1ccccc1-n1c(SCc2cc(OC)c(OC)c(OC)c2)nc2ccc(Cl)cc2c1=O,21,42,x,-4.3*,57,17,28,16,7.7*
COc1cccc(C(=O)NNC(=O)C(=O)Nc2ccc(C)c(Cl)c2)c1,95,100,100,84,95,99,98,104,80
CC1(C)C(=O)N2C(=O)CC(=O)N2C1=O,105,98,116,93,101,106,113,100,114
CCOP(=O)(CNC(=O)/C(=C\c1ccc(C)cc1)NC(=O)c1ccccc1)OCC,100,96,99,79,104,101,107,103,109
COC(=O)c1c(C)[nH]c2c3c(c(OCCC#N)cc12)[C@H]1C[C@@H]2[C@@]4(C)CCCC(C)(C(=O)OC)[C@@H]4CC[C@@]32C=C1C(C)C (stereo partly drawn),96,94,98,91,103,104,104,100,92
O=Cc1ccc([N+](=O)[O-])s1,46,97,91,86,100,63,49,102,55
N#Cc1c(Br)[nH]c2ncnc(N)c12,89,106,101,87,92,105,96,104,107
Cc1ccc(S(=O)(=O)N(c2ccc(Cl)cc2)c2ccc(Br)cc2C(=O)O)cc1,113,111,100,97,115,104,100,108,107
COc1cc2c(Nc3ccc(NC(=O)Nc4ccc(Cl)c(C(F)(F)F)c4)c(Cl)c3)ncnc2cc1OCCCN1CCN(C)CC1,-73*,20,-79*,31,20,-85*,87,-55*,1.1*
CC1CCc2c(sc3nc(SCC(=O)N/N=C/c4ccc(O)c(O)c4)n(-c4ccccc4)c(=O)c23)C1 (stereo not drawn),58,67,68,x,101,63,46,87,96
Nc1cc(Nc2ccc(Cl)c(Cl)c2)nc(=O)[nH]1,94,96,x,100,105,110,98,83,104
Cc1ccc2ncc(-c3nnn(-c4ccc([N+](=O)[O-])cc4)c3C)c(C(=O)O)c2c1,96,109,94,93,96,106,101,107,103
CCOC(=O)Cn1c(=O)c2c3ccccc3n(C)c2n2nnc(-c3ccccc3)c12,65,91,115,105,68,96,114,100,89
COc1ccc(NC(=O)c2c(Nc3ccc(OC)cc3OC)[nH]n3c(=O)cc(-c4ccccc4)nc23)c(OC)c1,79,90,51,x,98,95,97,95,102
CC(=O)C(CCCN(C)C)(c1ccccc1)c1ccccc1,92,94,97,81,104,104,106,99,94
